Screens from PubChem BioAssay.
TEAD-YAP inh: TEAD-YAP interaction inhibition, primary screen, TEAD-YAP interaction inhibitor project, luminescence, HEK-TIYL cells | inhibition, % at 9.12 µM | AID 1259422, 2018 | 1.4% of 640,000 active | TEAD-Gal4/YAP UAS-luciferase luminescence; in the data active means inhibition above about 32%;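 further: 0% = median of test compound wells and 100% = reference inhibitor wells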
GPR151 activ: activators of human GPR151, primary screen, cell-based, PathHunter beta-arrestin, luminescence; G-protein coupled receptor 151 (Homo sapiens), Q8TDV0; PathHunter beta-arrestin GPR151 cells; activation, % at 11.2 µM; 1% of 650,000 active; in the data active means activation above about 4.9%;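 further: 0% = median of compound wells and 100% = cells with positive control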
Target sequence (Q8TDV0 whole entry, looked up): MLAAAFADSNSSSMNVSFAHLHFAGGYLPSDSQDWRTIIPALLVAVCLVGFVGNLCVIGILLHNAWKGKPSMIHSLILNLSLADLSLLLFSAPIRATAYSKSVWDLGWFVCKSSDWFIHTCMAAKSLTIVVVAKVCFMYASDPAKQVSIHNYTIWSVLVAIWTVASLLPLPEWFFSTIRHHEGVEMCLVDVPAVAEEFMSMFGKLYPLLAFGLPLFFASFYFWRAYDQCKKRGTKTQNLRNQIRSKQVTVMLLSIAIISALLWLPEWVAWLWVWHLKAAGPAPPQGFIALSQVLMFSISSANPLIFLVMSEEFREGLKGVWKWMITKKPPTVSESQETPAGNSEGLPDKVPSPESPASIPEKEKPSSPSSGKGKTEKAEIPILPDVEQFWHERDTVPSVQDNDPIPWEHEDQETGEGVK
MITF primary: MITF inhibitors, primary screen, biochemical, AlphaScreen, human. inhibition, % at 2.6 µM. AlphaScreen MITF homodimerization, bead proximity signal. Microphthalmia-associated transcription factor (Homo sapiens), O75030. 0.91% of 650,000 active; in the data active means inhibition above about 50%;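 further: 0% = vehicle wells with protein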
Target sequence (O75030 whole entry, looked up): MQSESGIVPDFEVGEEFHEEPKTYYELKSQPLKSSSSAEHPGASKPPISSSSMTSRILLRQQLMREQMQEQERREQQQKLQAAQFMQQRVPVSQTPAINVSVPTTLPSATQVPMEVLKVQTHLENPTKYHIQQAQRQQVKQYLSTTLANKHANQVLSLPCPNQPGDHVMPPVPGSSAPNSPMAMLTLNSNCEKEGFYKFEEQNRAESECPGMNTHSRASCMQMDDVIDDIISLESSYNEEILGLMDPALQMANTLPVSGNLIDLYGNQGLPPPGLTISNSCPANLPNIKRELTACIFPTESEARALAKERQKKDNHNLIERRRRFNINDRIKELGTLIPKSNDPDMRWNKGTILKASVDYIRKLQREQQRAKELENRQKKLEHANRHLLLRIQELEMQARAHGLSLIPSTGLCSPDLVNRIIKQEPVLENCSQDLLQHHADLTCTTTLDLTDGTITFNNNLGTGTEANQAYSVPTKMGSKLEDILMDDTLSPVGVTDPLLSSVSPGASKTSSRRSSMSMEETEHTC
FBW7 act: FBW7 E3 ligase activators, primary screen, biochemical, AlphaScreen, human | AlphaScreen FBW7–phospho-cyclin E peptide binding, activator screen | F-box/WD repeat-containing protein 7 (Homo sapiens), Q969H0 | normalized activity (activation), % at 26.1 µM | AID 1259310, 2017 | 0.13% of 650,000 active; in the data active means normalized activity above about 1.9%;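 further: purified mutant Fbw7 with reduced substrate affinity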
An asterisk follows results filed as active. Rows were taken by chance; any-hit rate near 3.4%.

Each structure is followed by: TEAD-YAP inh	GPR151 activ	MITF primary	FBW7 act
> COC(=O)C1=CN(C(C)C)C=C(C(=O)OC)C1c1ccc(OCc2ccccc2)c(OC)c1
→ -6	-0.1	-18	-0.1
> O=C1c2ccc([N+](=O)[O-])cc2C(=O)N1CNc1ccc(I)cc1
→ -7	0.5	-5	0.1
> COc1ccccc1Cc1noc(Cc2ccc(Cl)cc2)n1
→ 4	-0.3	-10	0.6
> CCc1cc2c(=O)c(-c3nncn3-c3ccccc3)c(N)oc2cc1O
→ -2	0.5	-10	0.0
> CCCCc1nc2c(o1)NC(N)=C(C#N)C2c1ccc(N(C)C)cc1 (centres undefined)
→ -5	0.2	10	0.1
> COCCN1CCN(c2cc(C)nc3c(-c4cccs4)c(C)nn23)CC1
→ -21	0.8	-10	0.0
> CC(=O)OC1CSC2c3ccccc3C(=O)N2Cc2sccc21 (centres undefined)
→ -21	0.7	3	-0.1
> C[N+](C)(C)C/C=C1/COCO1
→ 2	14*	11	0.1
> O=C(c1cc(Cl)cc(Cl)c1)N1c2ccccc2Sc2ccc(C(F)(F)F)cc21
→ -4	0.0	9	0.1
> COC(=O)c1ccc2c(=O)n(CCc3ccc(S(N)(=O)=O)cc3)c(SCC(=O)Nc3cccc(OC)c3)nc2c1
→ 8	-1.2	6	0.0

Additional structures follow.
Each structure is followed by: TEAD-YAP inh	GPR151 activ	MITF primary	FBW7 act
> CCOC(=O)N1CCN(S(=O)(=O)c2cc(Br)cc3c2N(C(C)=O)CC3)CC1
→ 3	0.0	4	0.0
> CCN(CC)c1ccc(/C=N/NC(=O)CCC(=O)Nc2ccccc2)cc1
→ 10	0.4	6	-0.2
> Nc1nnc(CC(=O)N/N=C/c2ccc(OCc3ccccc3F)cc2)s1
→ -5	-3.8	-15	-0.1
> Cc1cccc(NC(=O)c2cc3c(=O)n(C)c4ccccc4c3s2)n1
→ -5	0.3	-7	-0.2
> COc1ccc(-c2nc3s/c(=C\c4ccc(C)o4)c(=O)n3n2)cc1
→ 0	-1.1	13	0.0
> O=C(Nc1cc(Cl)ccc1Cl)c1cnc2n(c1=O)CCS2
→ -5	-0.3	-4	0.0
> Cc1nn(C)c(C)c1-c1cccc(C(=O)NCc2nc3ccccc3[nH]2)n1
→ 5	2.1	9	-0.1
> NC(=O)c1ccc2nc(Nc3ccncn3)sc2c1
→ 7	3.2	12	-0.1
> Nn1cnn2c(/N=C\c3ccco3)nnc12
→ 1	-0.8	13	0.8
> COc1ccc(CCNS(=O)(=O)c2ccc3c(c2)n(C)c(=O)c(=O)n3C)cc1OC
→ 2	0.1	-17	0.5

The results go on:
Each structure is followed by: TEAD-YAP inh	GPR151 activ	MITF primary	FBW7 act
> C=CCOC(=O)C1=C(C)NC2=C(C(=O)CCC2)C1c1ccc(CC)cc1 (centres undefined)
→ 2	-0.5	-22	0.4
> COc1ccc(N(C(=O)C(C)Oc2ccccc2)C2C=CS(=O)(=O)C2)c(OC)c1 (centres undefined)
→ -6	3.4	1	0.3
> N#Cc1c2n(c(=O)n(-c3ccc(Cl)cc3)c1=N)CCC2
→ -9	0.3	-8	-0.5
> O=C1NNC(c2ccccc2)=N/C1=C\c1ccc(Cl)cc1
→ -6	1.1	18	0.9
> O=C(c1ccc(F)cc1)N(Cc1ccccc1F)C1CCS(=O)(=O)C1 (centres undefined)
→ 2	-1.0	4	0.0
> CC(C)(C)n1nnnc1CN(CCc1ccccc1)Cc1ccccc1
→ -2	0.8	-10	-0.1
> Cc1cc(C)cc(CC2CC(=O)N(c3ccc(I)cc3)C2=O)c1 (centres undefined)
→ 5	0.0	2	-0.1
> O=C(O)c1ccc(NC(=O)c2ccc3c(c2)C(=O)N(c2c[nH]c(=O)[nH]c2=O)C3=O)cc1
→ 18	-0.4	9	0.0
> COc1ccccc1C(NC(=O)C1CCN(C(=S)NC(C)C)CC1)c1ccccn1 (centres undefined)
→ -4	-0.7	3	0.4
> Cc1ccc(C(=O)NCC(=O)OCC(=O)c2c[nH]c3ccccc23)s1
→ -1	1.3	4	-0.2

No new results follow: 11 of the compounds above.
Each structure is followed by: TEAD-YAP inh	GPR151 activ	MITF primary	FBW7 act
> COc1ccc(CCNS(=O)(=O)c2ccc3c(c2)n(C)c(=O)c(=O)n3C)cc1OC
→ 2	0.1	-17	0.5
> C=CCOC(=O)C1=C(C)NC2=C(C(=O)CCC2)C1c1ccc(CC)cc1 (centres undefined)
→ 2	-0.5	-22	0.4
> COc1ccc(N(C(=O)C(C)Oc2ccccc2)C2C=CS(=O)(=O)C2)c(OC)c1 (centres undefined)
→ -6	3.4	1	0.3
> N#Cc1c2n(c(=O)n(-c3ccc(Cl)cc3)c1=N)CCC2
→ -9	0.3	-8	-0.5
> O=C1NNC(c2ccccc2)=N/C1=C\c1ccc(Cl)cc1
→ -6	1.1	18	0.9
> O=C(c1ccc(F)cc1)N(Cc1ccccc1F)C1CCS(=O)(=O)C1 (centres undefined)
→ 2	-1.0	4	0.0
> CC(C)(C)n1nnnc1CN(CCc1ccccc1)Cc1ccccc1
→ -2	0.8	-10	-0.1
> Cc1cc(C)cc(CC2CC(=O)N(c3ccc(I)cc3)C2=O)c1 (centres undefined)
→ 5	0.0	2	-0.1
> O=C(O)c1ccc(NC(=O)c2ccc3c(c2)C(=O)N(c2c[nH]c(=O)[nH]c2=O)C3=O)cc1
→ 18	-0.4	9	0.0
> COc1ccccc1C(NC(=O)C1CCN(C(=S)NC(C)C)CC1)c1ccccn1 (centres undefined)
→ -4	-0.7	3	0.4
> Cc1ccc(C(=O)NCC(=O)OCC(=O)c2c[nH]c3ccccc23)s1
→ -1	1.3	4	-0.2

(list continues)
Each structure is followed by: TEAD-YAP inh	GPR151 activ	MITF primary	FBW7 act
> O=C(NC(=S)N(CCO)Cc1ccccc1)c1ccc(S(=O)(=O)N2CCCC2)cc1
→ 10	-0.3	7	-0.1
> O=S(=O)(NCc1ccccc1)c1ccc(S(=O)(=O)c2ccccc2)cc1
→ 1	0.0	-4	0.0
> NC(=O)c1ccsc1NC(=O)CSc1ccc(F)cc1
→ -61	-1.3	4	-0.1
> CCCCOc1ccc(-c2cc3c(=O)n(Cc4nc(-c5ccccc5Cl)no4)ccn3n2)cc1
→ 4	0.3	1	-0.1
> COc1ccc(C(=O)CC2(O)C(=O)Nc3ccc(Cl)cc32)cc1 (centres undefined)
→ 5	0.5	0	0.1
> O=C(Nc1ccc2c(c1)OCO2)C1(S(=O)(=O)c2ccc(Cl)cc2)CC1
→ -5	3.2	14	0.1
> CCCCON/C(=N\S(=O)(=O)c1ncn[nH]1)Nc1nc(C)cc(C)n1
→ -22	-0.4	6	0.2
> CCOC(=O)N1CCN(C(=O)CN(c2cccc(C(C)=O)c2)S(C)(=O)=O)CC1
→ -1	2.1	19	0.2
> CCCC1(C2CCN(C(=O)C3CCCO3)CC2)NC(=O)N(CCc2cccs2)C1=O (centres undefined)
→ 6	-0.2	-19	0.1
> CN(C)CCNC(=O)c1cc(Sc2ccccc2Cl)nc2ccccc12
→ -3	1.3	-5	-0.1

Following part
Each structure is followed by: TEAD-YAP inh	GPR151 activ	MITF primary	FBW7 act
> O=C(NC1CCN(C(=S)Nc2ccccc2)CC1)C1CC1
→ 0	-0.8	-16	0.4
> COc1ccccc1C1C(C(C)=O)=C(O)C(=O)N1c1ccc(O)cc1 (centres undefined)
→ -1	1.1	1	-0.1
> O=C(c1ccc(Cn2c(=O)[nH]c3ccccc3c2=O)cc1)N1CCN(c2ccccc2)CC1
→ -4	-0.2	-2	-0.1
> Cc1ccc(-c2nc3sc(CCNC(=O)c4ccccc4Br)c(C)n3n2)cc1
→ -12	-1.3	13	0.1
> CCOC(=O)c1cccc(C(=O)Nc2ccc([N+](=O)[O-])cc2Cl)n1
→ -3	2.0	-9	0.1
> COc1ccc(/C=C(\C#N)C(=O)OCC(=O)Nc2ccc(Br)c(C)c2)cc1
→ 3	1.6	3	0.0
> CS(=O)(=O)N1CCN(c2nc3c(c(=O)[nH]2)CCCCC3)CC1
→ -6	0.1	3	0.0
> CCOC(=O)c1nn(CCO)c2c1CN(Cc1ccc(C)c(C)c1)CC2
→ 0	-1.4	11	0.0
> O=C(O)c1nn2c(C(F)(F)F)c3c(nc2c1Cl)-c1ccccc1CC3
→ 3	-0.6	7	-0.2
> C#CCOc1cc(Br)c(CO)cc1OC
→ 13	2.3	6	0.2

The list goes on.
Each structure is followed by: TEAD-YAP inh	GPR151 activ	MITF primary	FBW7 act
> COc1ccc(Cc2ccc(OC)c(N)c2)cc1N
→ -13	0.1	-1	-0.1
> CCc1c(C)sc(NC(=O)c2cc(C)no2)c1C#N
→ -12	0.2	-3	0.0
> COc1cc(OC)nc(Oc2ccccc2-c2ccn(C)n2)n1
→ 1	0.0	14	-0.1
> CC(C)=CCN1CCN(Cc2cc3ccccc3o2)CC1CCO (centres undefined)
→ 9	-1.6	9	0.1
> O=C(OCC(=O)c1ccc(Cl)s1)c1ccccn1
→ 6	-0.8	18	-0.8
> CP(=O)(O)c1nccn1-c1ccccn1
→ -8	0.7	-9	-0.2
> CC(C)(C)c1ccc(C2/C(=C(/O)c3ccc(F)cc3)C(=O)C(=O)N2Cc2cccnc2)cc1 (centres undefined)
→ -12	0.7	1	-0.1
> CC1CCCC(C)N1C(=O)CSc1nnc(-c2cccc(F)c2)n1N (centres undefined)
→ -3	0.1	-5	0.1
> C=CCOC(=O)C1=C(C)N=C2SCCC(=O)N2C1c1ccccc1Br (centres undefined)
→ 8	-0.2	5	0.1
> COC(=O)c1ccccc1OCCOCCN(C)C
→ -1	-0.4	24	-0.2

The listing continues.
Each structure is followed by: TEAD-YAP inh	GPR151 activ	MITF primary	FBW7 act
> COc1cccc(C2C3=C(CC(C)(C)CC3=O)NC3=C2C(=O)c2ccccc23)c1 (centres undefined)
→ -3	3.7	16	-0.2
> Cc1cc(CN(C)C(=O)CC2C(=O)NCCN2Cc2ccc(C)o2)n[nH]1 (centres undefined)
→ -3	-0.4	11	-0.1
> COC(=O)c1cccc(NC(=S)Nc2cccc([N+](=O)[O-])c2)c1
→ 0	0.9	-5	-0.1
> N#Cc1ccccc1NC(=O)CSc1n[nH]c(-c2ccco2)n1
→ 8	-1.3	0	0.1
> COc1ccc(C(=O)NCCOc2ccccc2OC)cc1OC
→ 4	-1.5	-1	0.2
> NS(=O)(=O)c1ccc(CCNC(=O)CC(c2ccccc2)c2ccccc2)cc1
→ 6	0.7	-30	0.1
> CCOCCCNC(=O)C(c1ccccc1)N(Cc1cccs1)C(=O)C1CCC(=O)N1 (centres undefined)
→ -3	-0.4	-3	-0.1
> C=CCOc1ccccc1C(=O)NC(=O)c1ccccc1
→ 7	-0.5	3	0.0
> O=C(c1cnn(-c2ccc([N+](=O)[O-])cc2[N+](=O)[O-])c1)c1cc(Cl)ccc1O
→ 4	1.5	-1	0.1
> CCCNc1cc(C)nc(-c2c(C)noc2C)n1
→ -24	-0.2	7	-0.1

(listing goes on)
Each structure is followed by: TEAD-YAP inh	GPR151 activ	MITF primary	FBW7 act
> CCOc1ccc2[nH]c(=O)c(CN(CCOC)C(=O)Nc3cccc(OC)c3)cc2c1
→ -4	1.1	-6	-0.1
> Oc1ccc(Cl)cc1CNc1ccc(Br)cn1
→ -46	1.0	3	0.2
> COc1cc(OC)cc(-c2cc(N)n(S(=O)(=O)c3cccc4nsnc34)n2)c1
→ -10	-0.3	20	-0.2
> CCCNS(=O)(=O)c1ccc(OCC(=O)Nc2ccccc2C(=O)OC)cc1
→ -2	0.5	-1	-0.2
> NC(=O)c1ccsc1NC(=O)Cc1cccc2ccccc12
→ 3	1.0	3	0.0
> CCCn1c(=O)c2sccc2n2c(CCC(=O)N3CCN(c4ccccc4)CC3)nnc12
→ 7	1.4	4	0.1
> O=C(Nc1ccc(NC(=O)c2ccccc2F)nc1)c1ccncc1
→ -10	-0.3	4	-0.1
> Cc1ccc(NC(=O)CN(c2ccccc2)S(=O)(=O)c2ccccc2[N+](=O)[O-])cc1C
→ -1	0.0	7	0.1
> O=C(Nc1ccccc1)c1cc(S(=O)(=O)Nc2ccc(Cl)cc2)cs1
→ 14	1.3	14	0.8
> COc1ccc(C(CCN(Cc2ccc(N(C)C)cc2)C(C)=O)C2CCOC(C)(C)C2)cc1 (centres undefined)
→ -2	1.2	-1	-0.2

The listing continues:
Each structure is followed by: TEAD-YAP inh	GPR151 activ	MITF primary	FBW7 act
> Cc1ccc2c(c1)-c1c(cnn1CC(=O)NCCc1c[nH]c3ccccc13)CO2
→ -2	-0.4	-13	-0.1
> COCCNc1c(-c2ccc(Cl)cc2)c(=O)c1=O
→ -5	-1.4	2	0.0
> O=C(NNC(=S)Nc1ccc(Br)cc1)c1ccc(N2CCOCC2)c([N+](=O)[O-])c1
→ 2	2.2	-6	-0.1
> CCOc1ccccc1Nc1nnc(SCC(=O)c2ccccc2OC)s1
→ 2	2.3	8	0.2
> COc1ccc(COC(=O)C2=C(C)NC3=C(C(=O)CC(C)(C)C3)C2c2ccc(OC)c(Br)c2)cc1 (centres undefined)
→ 1	-0.6	4	0.3
